High-throughput results from PubChem.
PRMT1 FP inh = blocks human protein arginine methyltransferase 1; Q99873; recombinant PRMT1, activity-based probe fluorescence polarization; inhibition, % at 2.79 µM; hit rate 1.3% among 370,000;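 active means inhibition above about 21% made by adding two undisclosed values, limit read from the data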
HTRA1 inhibitor = inhibitors of human serine peptidase HTRA1 | recombinant HTRA1, FP-rhodamine activity-based probe, fluorescence polarization | inhibition, % at 5.96 µM | hit rate 0.5% among 340,000; in the data active means inhibition above about 36%;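 further: 0% = enzyme with DMSO and 100% = wells lacking enzyme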
SIAE primary = blocks human sialic acid acetylesterase | SIAE FP-Rh probe binding, fluorescence polarization | hit rate 0.69% among 370,000 | inhibition, % at 9.66 µM | Q9HAT2;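 active means inhibition above a cutoff: mean of compounds within the control limits plus 3 SD of those, cut at about 17% in these data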;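 further: 0% = plate median of compound wells and 100% = probe without SIAE protein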
Target sequence (Q9HAT2 whole entry, looked up): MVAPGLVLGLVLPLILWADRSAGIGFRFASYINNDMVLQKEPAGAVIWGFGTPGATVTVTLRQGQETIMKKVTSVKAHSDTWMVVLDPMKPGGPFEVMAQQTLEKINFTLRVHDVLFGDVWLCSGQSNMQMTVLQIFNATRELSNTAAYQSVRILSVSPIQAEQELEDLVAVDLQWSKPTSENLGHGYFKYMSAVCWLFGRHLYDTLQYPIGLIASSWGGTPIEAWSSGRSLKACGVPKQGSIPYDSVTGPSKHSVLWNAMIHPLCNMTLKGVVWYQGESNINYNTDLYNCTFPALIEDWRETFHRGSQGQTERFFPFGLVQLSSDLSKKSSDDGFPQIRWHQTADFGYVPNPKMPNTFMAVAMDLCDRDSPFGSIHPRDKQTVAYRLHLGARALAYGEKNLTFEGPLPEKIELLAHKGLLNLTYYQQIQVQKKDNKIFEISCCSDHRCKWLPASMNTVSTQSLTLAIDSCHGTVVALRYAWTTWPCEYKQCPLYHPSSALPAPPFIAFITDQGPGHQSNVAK
DDE Tn7 FP inh = inhibitors of Tn7 peptide binding to human fibrin DD(E). inhibition, % at 8.3 µM. AID 720508. FP displacement of FITC-Tn7 peptide from fibrin DD(E); 0% = median of compound wells per plate. hit rate 0.13% among 370,000;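 active means inhibition above the mean of compounds falling within the control limits plus 3 SD of them, cut at about 14% in these data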;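 further: 0% = plate median of compound wells and 100% = 10 µM Aha-Tn7 peptide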
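assay system = human clot-derived fibrin DD(E) complex | quantity = Fibrin-DD(E) at 2 µM final | timing = 10 min preincubation, 3 h with tracer, room temperature | signal = fluorescence polarization | measure = percent inhibition | benchmarks = high control wells with 10 µM unlabelled Aha-Tn7 peptide (full inhibition) | replicates = singlicate testing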
PG9 binder = binds the HIV-1 gp120 antibody PG9; inhibition, % at 6.7 µM; TR-FRET gp120-PG9 antibody binding; AID 624416; hit rate 0.43% among 360,000; in the data active means inhibition above about 8.5%
UHRF1 binding = blocks human UHRF1 binding to methylated DNA; inhibition, % at 4.4 µM; hit rate 0.75% among 370,000; UHRF1 binding to methylated oligo, TR-FRET; AID 687016; in the data active means inhibition above about 21%;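 further: UHRF1 SRA domain binding a hemimethylated CpG hairpin DNA probe; 0% = median of test compound wells and 100% = reference inhibitor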
TCR CD3 inh = human TCR-CD3 binding inhibition. inhibition, % at 9.4 µM. hit rate 0.37% among 360,000. TAMRA-labeled TCR probe fluorescence, biochemical; in the data active means inhibition above about 19%;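 further: recombinant mutant TCR 2C K166C tagged with TAMRA read by polarization; 0% = receptor in buffer alone and 100% = receptor with positive control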
LEDGF integ inh = blocks HIV-1 LEDGF/p75-dependent DNA integration. TR-FRET IN-LEDGF/p75 DNA integration, Eu/Cy5. inhibition, % at 3.7 µM. hit rate 0.64% among 370,000. AID 743269;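 active means inhibition above the screen-wide mean plus 3 SD, cut at about 13% in these data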;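 further: signal is the Cy5 over europium emission ratio at 671 and 618 nm; 0% = plate median of compound wells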
ABHD4 inh = inhibits mouse alpha/beta hydrolase domain 4 | Q8VD66 | purified mABHD4, FP-Rh probe fluorescence polarization | inhibition, % at 8.92 µM | hit rate 0.54% among 370,000 | AID 720543;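 active means inhibition exceeding the mean over every tested compound plus 3 SD, cut at about 30% in these data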;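 further: 0% = plate median of compound wells and 100% = S159A mutant with DMSO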
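Assay system: Wild-type mouse ABHD4 protein | Medium: HEPES pH 7.0 buffer, 150 mM NaCl, 0.01% Pluronic F-127 | Incubation: Enzyme–compound pre-incubation 45 min, then probe 60 min, both 25 °C | Technique: Fluorescence polarization with parallel and perpendicular emission, 525/598 nm | Evaluation: % inhibition of FP-Rh probe binding versus controls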
TDP2 absorb = TDP2 (human) inhibition, absorbance primary screen. recombinant TDP2, T5PNP hydrolysis, p-nitrophenol absorbance 415 nm. hit rate 0.34% among 370,000. inhibition, % at 12.8 µM. O95551;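 active means inhibition above the mean of all tested compounds plus 3 SD, set per campaign, cut at about 25% in these data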;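 further: 0% = DMSO with enzyme and 100% = buffer with substrate but no TDP2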
Target sequence (O95551 whole entry, looked up): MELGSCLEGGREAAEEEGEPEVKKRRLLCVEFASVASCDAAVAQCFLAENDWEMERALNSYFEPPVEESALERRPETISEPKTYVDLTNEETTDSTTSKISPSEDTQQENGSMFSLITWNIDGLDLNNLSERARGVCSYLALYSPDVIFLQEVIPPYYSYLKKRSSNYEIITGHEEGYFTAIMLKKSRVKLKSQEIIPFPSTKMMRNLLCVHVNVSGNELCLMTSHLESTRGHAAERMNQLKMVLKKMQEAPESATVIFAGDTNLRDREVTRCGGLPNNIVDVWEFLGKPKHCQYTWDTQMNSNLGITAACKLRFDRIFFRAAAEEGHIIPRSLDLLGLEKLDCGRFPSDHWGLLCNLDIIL
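System: recombinant human TDP2 / Amount: 120 nM TDP2 per well / Also added: 5 mM T5PNP chromogenic substrate / Doses: 12.8 µM single point, 1% DMSO / Incubation: 2 h at 37 °C / Detection: p-Nitrophenol epi absorbance / Evaluation: % inhibition relative to enzyme-containing and enzyme-free wells / Repeats: singlicate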
The depositor's hits bear a star; · = not tested or not shown.

SMILES | PRMT1 FP inh | HTRA1 inhibitor | SIAE primary | DDE Tn7 FP inh | PG9 binder | UHRF1 binding | TCR CD3 inh | LEDGF integ inh | ABHD4 inh | TDP2 absorb
COc1ccc(S(=O)(=O)NCC2CCCO2)cc1Cl (stereo not given) | 0 | 8 | -3 | 6 | 1.4 | -3 | 4 | 0 | 1 | 13
CCCn1nnnc1NCc1ccccc1Cl | 0 | 6 | 2 | -2 | -1.5 | 0 | -2 | -5 | 5 | 6
O=C(CSc1nnc(Cc2cccs2)n1Cc1ccco1)Nc1cccc(Cl)c1 | 1 | -30 | 0 | 2 | -0.4 | 1 | 4 | -3 | -8 | -5
O=C(N/N=C/c1cc(Br)c(O)c(Br)c1O)c1ccc2c(c1)OCCO2 | 2 | 44* | 14 | 5 | -7.8 | -5 | 25* | 0 | 49* | 6
CC(=O)c1ccc(Nc2ccc(-c3ccccc3F)nn2)cc1 | 2 | -14 | -4 | -3 | -0.2 | 0 | -8 | -2 | -2 | 3
COc1ccc(N2CCN(C3CCCCC3NS(=O)(=O)c3ccccc3)CC2)cc1 (stereo not given) | 1 | 1 | 4 | 4 | 0.1 | 7 | 5 | 1 | -5 | -19
CC1CCCN(C(=O)c2cc3ccccc3cc2O)C1 (stereo not given) | -5 | -5 | -2 | 2 | -2.9 | 2 | 7 | -1 | 7 | -1
Cc1cc(=O)[nH]c(N2CCN(c3ccc(Cl)cc3)CC2)n1 | -2 | 0 | 1 | 9 | 0.5 | -3 | 4 | 1 | -1 | -13
Cc1ccccc1NC(=S)NCc1ccccc1 | 1 | 2 | 2 | 2 | -0.6 | 3 | -2 | 3 | -3 | -4
CCOCCn1c2ccccc2c2nc3ccccc3nc21 | 3 | -12 | -3 | 5 | 0.2 | -3 | 3 | -3 | 4 | -10
COc1ccc(OC)c(S(=O)(=O)Nc2ccc3c(c2)C(=O)OC3)c1 | -1 | -1 | -1 | 0 | -0.9 | -1 | 8 | 0 | 2 | -6
CC(=O)NC(C)C(=O)OCc1ccc(Cl)cc1Cl (stereo not given) | -7 | 1 | 4 | -3 | 0.8 | 1 | -4 | 1 | 1 | -1
CCN1C(=O)C(O)(CC(=O)c2cc(C)ccc2C)c2ccccc21 (stereo not given) | 1 | -6 | -1 | -5 | 0.0 | 2 | -2 | -1 | 4 | 3
O=C(Nc1ccon1)c1cc2c(s1)CCCCCC2 | 1 | -12 | -2 | -6 | 0.1 | 1 | -1 | -1 | 1 | 8
Cc1ccc(C2C3=C(CC(C)(C)CC3=O)Nc3onc(C)c32)cc1 (stereo not given) | -1 | -1 | 6 | -4 | 0.9 | -3 | 7 | 3 | -5 | -3
Cc1ccc(C)c(SCC(=O)NC(=O)NC2CCCC2)c1 | 4 | -21 | 7 | 7 | 1.6 | 0 | 1 | -3 | -3 | 5
Cn1c(CNC(=O)c2ccco2)nnc1SCC(=O)Nc1ccc(Cl)cc1 | 3 | 2 | 3 | 2 | 0.4 | -2 | 3 | -2 | 0 | 2
CSCCNC(=O)c1ccc2nc(Cc3ccccc3F)oc2c1 | 4 | -1 | 2 | -1 | 0.7 | -1 | -5 | 1 | -6 | 1
CSc1ccc(-c2nc(O)c3cnccn23)cc1 | -1 | -2 | 15 | -6 | -15 | -12 | 4 | 1 | 1 | -8
CCc1ccc(OCC(=O)Nc2ccc(-c3cc4ccccc4oc3=O)c(OC)c2)cc1 | 0 | -52 | -25 | -4 | -1.4 | 0 | 7 | -2 | -1 | -2
CC(/C=N/NC(=O)c1ccncc1)=C\c1ccccc1 | -2 | 6 | -1 | -7 | -5.2 | 2 | -13 | 5 | -8 | -18
COc1cccc(CNS(=O)(=O)c2cc(-c3cc(C)no3)ccc2C(C)C)c1 | -4 | -36 | -4 | 2 | 1.0 | -1 | 4 | 6 | -13 | -4
COc1ccccc1NS(=O)(=O)c1ccc(C(=O)NCC(c2cccs2)N2CCOCC2)cc1 (stereo not given) | 2 | 2 | 0 | -2 | -1.1 | 1 | 2 | 3 | 3 | 4
CCOC(=O)C1=C(c2ccccc2)NC(=O)NC1c1ccc(N(C)C)cc1 (stereo not given) | -2 | 6 | 11 | -10 | -3.0 | -1 | 2 | 1 | 2 | -7
CCOc1ccc(CCNC(=O)COC(=O)COc2cc(C)cc(C)c2)cc1OCC | 1 | -4 | -6 | -2 | -0.5 | 2 | -10 | -6 | 2 | -9

Of the compounds above, these have four or more nitrogen atoms.
SMILES | PRMT1 FP inh | HTRA1 inhibitor | SIAE primary | DDE Tn7 FP inh | PG9 binder | UHRF1 binding | TCR CD3 inh | LEDGF integ inh | ABHD4 inh | TDP2 absorb
CCCn1nnnc1NCc1ccccc1Cl | 0 | 6 | 2 | -2 | -1.5 | 0 | -2 | -5 | 5 | 6
O=C(CSc1nnc(Cc2cccs2)n1Cc1ccco1)Nc1cccc(Cl)c1 | 1 | -30 | 0 | 2 | -0.4 | 1 | 4 | -3 | -8 | -5
Cc1cc(=O)[nH]c(N2CCN(c3ccc(Cl)cc3)CC2)n1 | -2 | 0 | 1 | 9 | 0.5 | -3 | 4 | 1 | -1 | -13
Cn1c(CNC(=O)c2ccco2)nnc1SCC(=O)Nc1ccc(Cl)cc1 | 3 | 2 | 3 | 2 | 0.4 | -2 | 3 | -2 | 0 | 2

Further results follow.
SMILES | PRMT1 FP inh | HTRA1 inhibitor | SIAE primary | DDE Tn7 FP inh | PG9 binder | UHRF1 binding | TCR CD3 inh | LEDGF integ inh | ABHD4 inh | TDP2 absorb
Cc1cc(S(=O)(=O)N2CCN(C(=O)c3ccco3)CC2)ccc1F | -2 | 3 | 0 | 6 | -3.2 | 0 | 13 | 0 | 4 | 3
CCOC(=O)C1=C(CC)Nc2ccccc2N=C1NC(=O)c1ccc(OC)c(S(=O)(=O)N2CCCCC2C)c1 (stereo not given) | -2 | -6 | -9 | 1 | 0.9 | -2 | -10 | 0 | 4 | 10
CCCCNc1nc(Nc2ccc(C)c(Cl)c2)c2cnn(C)c2n1 | -5 | -16 | 5 | 0 | -1.0 | -1 | 10 | 1 | -1 | 15
CC(C)C[C@H]1CN(CCCC[C@@H]2CNC(=O)C(=O)N2Cc2ccccc2)C(=O)C(=O)N1CCc1ccc(O)cc1 | 2 | · | 5 | -7 | 1.9 | -1 | -8 | 0 | 16 | -2
COc1ccc(OC)c(C(=O)NC(CC(N)=O)c2ccc(NCCN3CCCCC3)c([N+](=O)[O-])c2)c1 (stereo not given) | 0 | -5 | 15 | 5 | 2.2 | -7 | -2 | 0 | 7 | 4
COc1ccccc1/C=C/C=C1N=C(/C=C/c2ccc(Cl)cc2)OC/1=O | 0 | -21 | -14 | 3 | 0.0 | -4 | 0 | 1 | 20 | 1
COC(=O)[C@]12CCCCC=C1N(Cc1ccc(Cl)cc1Cl)C(=O)[C@H](CC(=O)NCc1ccc(OC)c(OC)c1)C2 | -1 | · | -3 | -4 | -1.7 | -2 | -2 | -2 | -9 | -12
CN(Cc1ccccc1)C(=O)c1cccc(N2C(=O)C3CC=CCC3C2=O)c1 (stereo not given) | -3 | 4 | 0 | -10 | -0.2 | -1 | -1 | 3 | 3 | -3
COC(=O)c1ccc(NCCC(=O)O)cc1 | -1 | 5 | 3 | 2 | -1.0 | 3 | 8 | 1 | 0 | 16
COC(=O)C1=CN(c2ccc(F)cc2)C(N)=C(C#N)C1c1cccc(OC)c1OC (stereo not given) | 0 | · | 10 | -3 | 1.2 | 1 | -2 | 2 | 3 | 9
CC1CCCN(C(=O)c2ccc3c(c2)C(=O)N(CCC2=CCCCC2)C3=O)C1 (stereo not given) | -6 | -8 | 5 | -5 | -2.2 | 1 | 1 | 2 | 3 | 6
CC(=O)c1cccc([N+](=O)[O-])c1 | -3 | 2 | 3 | 5 | 1.0 | -1 | 5 | 0 | 1 | -5
CC1(C)c2[nH]c3ccccc3c2C[C@@H]2C(=O)N(Cc3ccco3)C(=O)N21 | 4 | -11 | 0 | -4 | -0.8 | -1 | 6 | 1 | 3 | 4
COc1ccc(Oc2nc3c(c(=O)n(C)c(=O)n3C)n2Cc2ccccc2)cc1 | -1 | 2 | -3 | -1 | -0.6 | -2 | 0 | 3 | 3 | -3
COc1ccc(NC(=O)C(c2ccncc2)n2c(=O)c(-c3ccco3)nc3ccccc32)cc1 (stereo not given) | 3 | · | 5 | -2 | -3.4 | -5 | 5 | -5 | 13 | -5
Cc1cc(=O)n2nc(N3CCCC(C(=O)NCCCN4CC(C)CC(C)C4)C3)sc2n1 (stereo not given) | 0 | 1 | -8 | 2 | 0.2 | 0 | 11 | -3 | -4 | -5
CC1(C(=O)O)CCCN(C(=O)/C=C/c2ccccc2)C1 (stereo not given) | 1 | · | 2 | 5 | 0.2 | 2 | -1 | 0 | 6 | 8
O=C(Nc1nccs1)C(=O)c1c[nH]c2ccccc12 | 2 | -22 | -5 | -1 | 0.5 | -1 | 0 | 3 | -10 | 2
Oc1ccc(/C=N/Nc2ncc(Br)cn2)c(O)c1 | 3 | 3 | 1 | -3 | -2.1 | 3 | 10 | -13 | 16 | -13
COc1cc(OC)cc(-n2nnnc2SCC(=O)NCCc2ccc(OC)c(OC)c2)c1 | -2 | -1 | 4 | -3 | 1.9 | 7 | 3 | -2 | 0 | 1
CC(C)=CCC/C(C)=C/C=N/NC(=O)c1ccc([N+](=O)[O-])cc1 | -1 | 6 | 3 | 2 | 1.0 | -4 | -1 | 1 | -9 | 2
COCC1CCN(C(=O)c2ccc3oc(Cc4ccccc4)nc3c2)C1 (stereo not given) | 0 | 4 | -6 | -8 | -1.5 | -1 | 5 | 0 | 3 | -1
c1ccc(Cn2nnnc2C(c2cccs2)N2CCCCCC2)cc1 (stereo not given) | 0 | -33 | -3 | -2 | -1.6 | -3 | 0 | 0 | -4 | -14
CCC1CCCCN1C(=O)CCc1nnc(C2CCCCC2)o1 (stereo not given) | -5 | 0 | 0 | -8 | 1.5 | -2 | 1 | 8 | -3 | -1
N#CCCN(C(=O)CN1CCN(S(=O)(=O)c2ccc3c(c2)OCCO3)CC1)c1ccc(F)cc1 | 0 | 12 | -1 | -4 | -0.8 | -3 | 7 | 1 | 4 | 2
CCn1c(-c2csc(-c3ccc(Cl)cc3)n2)n[nH]c1=S | 5 | 3 | -2 | 0 | 1.9 | -4 | 10 | -2 | -2 | 5
CCc1cccc(NC(=O)Cc2ccc([N+](=O)[O-])cc2)c1 | 2 | -11 | -3 | 0 | -1.1 | 4 | -5 | -2 | -6 | -10
Cc1oc(C(C)(C)C)cc1C(=O)Nc1ccc(N2CCOCC2)cc1 | -2 | 2 | -1 | -7 | -2.9 | -3 | 3 | 7 | 0 | -16
O=C(C1=C[C@H](c2ccc(C(F)(F)F)cc2)C[C@H](OCc2ccc(CO)cc2)O1)N1CCN(Cc2ccccc2)CC1 | 3 | -64 | -5 | -8 | -2.3 | 1 | 2 | 1 | -18 | -5
CCC(=O)NC(=S)NNC(=O)c1ccc(OC)cc1 | 3 | -4 | 4 | 2 | -1.5 | 0 | 20* | -5 | 7 | -3
